Screening results deposited in PubChem BioAssay by The Scripps Research Institute Molecular Screening Center.
FBW7 activator – activators of human E3 ligase FBW7; Q969H0; 650,000 tested, 0.13% active; normalized activity (activation), % at 26.1 µM; AlphaScreen FBW7–phospho-cyclin E peptide binding, activator screen; in the data active means normalized activity above about 1.9%;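 further: purified mutant Fbw7 with reduced substrate affinity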
MITF inh – human MITF inhibition, primary screen. O75030. AlphaScreen MITF homodimerization, bead proximity signal. inhibition, % at 2.6 µM. 650,000 tested, 0.91% active; in the data active means inhibition above about 50%;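 further: 0% = vehicle wells with protein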
Target sequence (O75030 whole entry, looked up): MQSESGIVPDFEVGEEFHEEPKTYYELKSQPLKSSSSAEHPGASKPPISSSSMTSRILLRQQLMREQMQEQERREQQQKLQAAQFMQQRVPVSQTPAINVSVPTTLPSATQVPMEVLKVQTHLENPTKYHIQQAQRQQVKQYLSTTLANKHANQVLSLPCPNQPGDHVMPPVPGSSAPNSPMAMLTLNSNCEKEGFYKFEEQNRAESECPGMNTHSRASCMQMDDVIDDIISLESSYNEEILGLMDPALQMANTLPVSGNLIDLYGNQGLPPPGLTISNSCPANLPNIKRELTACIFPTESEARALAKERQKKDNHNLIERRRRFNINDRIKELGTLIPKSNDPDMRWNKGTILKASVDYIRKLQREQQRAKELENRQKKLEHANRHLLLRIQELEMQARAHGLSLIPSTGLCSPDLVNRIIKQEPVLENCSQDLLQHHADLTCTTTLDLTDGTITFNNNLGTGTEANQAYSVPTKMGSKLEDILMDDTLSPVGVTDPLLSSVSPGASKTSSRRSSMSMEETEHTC
TEAD-YAP inh – TEAD-YAP interaction inhibition; HEK-TIYL cells, TEAD-Gal4/YAP UAS-luciferase luminescence; inhibition, % at 9.12 µM; 640,000 tested, 1.4% active; in the data active means inhibition above about 32%;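 further: 0% = median of test compound wells and 100% = reference inhibitor wells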
GPR151 activ – activators of human GPR151 | Q8TDV0 | AID 1508602 | PathHunter beta-arrestin GPR151 cells, luminescence | 650,000 tested, 1% active | activation, % at 11.2 µM; in the data active means activation above about 4.9%;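 further: 0% = median of compound wells and 100% = cells with positive control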
Target sequence (Q8TDV0 whole entry, looked up): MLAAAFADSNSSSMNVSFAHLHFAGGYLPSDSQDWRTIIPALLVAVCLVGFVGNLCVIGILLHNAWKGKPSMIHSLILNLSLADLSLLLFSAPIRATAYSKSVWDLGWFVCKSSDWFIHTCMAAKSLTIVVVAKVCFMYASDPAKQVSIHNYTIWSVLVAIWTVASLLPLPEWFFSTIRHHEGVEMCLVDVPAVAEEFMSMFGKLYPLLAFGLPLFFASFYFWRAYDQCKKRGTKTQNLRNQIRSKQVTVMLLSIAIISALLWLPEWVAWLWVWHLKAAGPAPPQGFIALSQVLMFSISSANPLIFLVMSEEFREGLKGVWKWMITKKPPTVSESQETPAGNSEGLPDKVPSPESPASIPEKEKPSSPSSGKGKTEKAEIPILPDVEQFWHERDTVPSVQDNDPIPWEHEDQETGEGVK
An asterisk follows results filed as active.

A first look:
Screening O=C1CSC(c2cccc(F)c2)N1c1ccc2ccccc2c1 (stereo not given) returned FBW7 activator -0.2, MITF inh -2.4, TEAD-YAP inh -2.0 and GPR151 activ 0.0.
For CCCCCCc1c(C)c2ccc(OC(C)C(=O)OC)cc2oc1=O (stereo not given) the results were FBW7 activator 0.0, MITF inh -6.1, TEAD-YAP inh 3.7 and GPR151 activ 5.7*.
For Cc1cc(C(=O)NCC2CCC3(CCN(CC4CC=CCC4)CC3)O2)n(C)n1 (stereo not given) the results were FBW7 activator -0.1, MITF inh -10.5, TEAD-YAP inh -3.1 and GPR151 activ 2.1.
`COc1ccc2cc(-c3nnc(NCc4ccccc4)s3)c(=O)oc2c1` gave FBW7 activator 0.8, MITF inh 4.4, TEAD-YAP inh 8.4 and GPR151 activ -1.3.
`CCCN1CCN(c2c(Cl)cccc2NC(=O)c2ccc(Br)o2)CC1` gave FBW7 activator -0.1, MITF inh -3.1, TEAD-YAP inh -6.9 and GPR151 activ 1.2.
CC(=O)c1cnc2c(-c3ccccc3)c(-c3ccccc3)nn2c1C was read as FBW7 activator 0.0, MITF inh 3.6, TEAD-YAP inh -0.3 and GPR151 activ 0.2.

The listing (from the top)
Screening O=C1CSC(c2cccc(F)c2)N1c1ccc2ccccc2c1 (stereo not given) returned FBW7 activator -0.2, MITF inh -2.4, TEAD-YAP inh -2.0 and GPR151 activ 0.0.
For CCCCCCc1c(C)c2ccc(OC(C)C(=O)OC)cc2oc1=O (stereo not given) the results were FBW7 activator 0.0, MITF inh -6.1, TEAD-YAP inh 3.7 and GPR151 activ 5.7*.
For Cc1cc(C(=O)NCC2CCC3(CCN(CC4CC=CCC4)CC3)O2)n(C)n1 (stereo not given) the results were FBW7 activator -0.1, MITF inh -10.5, TEAD-YAP inh -3.1 and GPR151 activ 2.1.
`COc1ccc2cc(-c3nnc(NCc4ccccc4)s3)c(=O)oc2c1` gave FBW7 activator 0.8, MITF inh 4.4, TEAD-YAP inh 8.4 and GPR151 activ -1.3.
`CCCN1CCN(c2c(Cl)cccc2NC(=O)c2ccc(Br)o2)CC1` gave FBW7 activator -0.1, MITF inh -3.1, TEAD-YAP inh -6.9 and GPR151 activ 1.2.
CC(=O)c1cnc2c(-c3ccccc3)c(-c3ccccc3)nn2c1C was read as FBW7 activator 0.0, MITF inh 3.6, TEAD-YAP inh -0.3 and GPR151 activ 0.2.
For O=C(N[C@@H]1c2ccccc2C2(CCN(C(=O)Cc3ccsc3)CC2)[C@H]1O)c1cccnc1 the results were FBW7 activator 0.0, MITF inh 21.5, TEAD-YAP inh 1.5 and GPR151 activ 3.3.
For COc1ccc(/C=C2\C(=N)N3N=C(S(=O)(=O)CC(C)C)SC3=NC2=O)cc1 the results were FBW7 activator -0.1, MITF inh 2.0, TEAD-YAP inh 3.5 and GPR151 activ 0.1.
`O=C(/N=C1/N=C2C=CC(Br)=CN2Cc2ccccc21)Nc1ccccc1` gave FBW7 activator 0.0, MITF inh 4.7, TEAD-YAP inh -15.9 and GPR151 activ -0.4.
Screening O=c1[nH]n(-c2ccccn2)c(=O)c2ccccc12 returned FBW7 activator -0.1, MITF inh 15.2, TEAD-YAP inh -32.0 and GPR151 activ 0.2.
For COc1cccc(-c2ccc(NC(=O)C3CCCN(C(=O)CN4CCOC4=O)C3)cc2)c1 (stereo not given) the results were FBW7 activator 0.2, MITF inh 4.7, TEAD-YAP inh -12.8 and GPR151 activ 0.2.
For CC(=O)NNC(=O)C(C)Oc1ccc(Cl)cc1Cl (stereo not given) the results were FBW7 activator 0.1, MITF inh -1.6, TEAD-YAP inh 1.3 and GPR151 activ 1.6.
For Cc1ccc(CNC(=O)CNS(=O)(=O)c2ccc(Br)s2)cc1 the results were FBW7 activator 0.2, MITF inh -6.2, TEAD-YAP inh 6.5 and GPR151 activ -0.3.
`CCOC(=O)c1sc(NC(=O)c2nn3c(C(F)(F)F)cc(-c4ccccc4)nc3c2Br)c(C(=O)OCC)c1C` gave FBW7 activator -0.1, MITF inh 2.4, TEAD-YAP inh -6.3 and GPR151 activ -0.5.
`CC(=O)C1=C(C)NC(SCC(=O)c2cc(Cl)ccc2Cl)=C(C#N)C1c1cccs1` (stereo not given) gave FBW7 activator 0.7, MITF inh 2.2, TEAD-YAP inh 8.1 and GPR151 activ -0.2.
c1cncc(CNc2nc3ccccc3c3nc(-c4cccnc4)nn23)c1 was read as FBW7 activator 1.2, MITF inh 8.7, TEAD-YAP inh 10.3 and GPR151 activ 1.0.
`CCOC(=O)c1ccc(NC(=O)COc2ccccc2Cl)cc1` gave FBW7 activator 0.3, MITF inh 8.0, TEAD-YAP inh -3.2 and GPR151 activ -0.5.
Screening CC1(C)CC(=O)C(C=Nc2cccc(N)c2)=C(O)C1 returned FBW7 activator 0.9, MITF inh 8.9, TEAD-YAP inh -1.6 and GPR151 activ 1.0.
`O=C(Nc1cc(NC(=O)c2ccccc2)cc(Oc2ccc(O)cc2)c1)c1ccccc1` gave FBW7 activator 0.1, MITF inh -3.1, TEAD-YAP inh -5.8 and GPR151 activ -0.6.
CCCN1CCN(C(=O)C2CC(=O)c3sc(NC(=O)c4cccc(F)c4)nc3C2)CC1 (stereo not given) was read as FBW7 activator 0.1, MITF inh -4.5, TEAD-YAP inh -0.8 and GPR151 activ 3.5.
Screening Cc1nnc(NC(=O)CCN2C(=O)c3ccccc3C2=O)s1 returned FBW7 activator 0.1, MITF inh -15.7, TEAD-YAP inh 6.7 and GPR151 activ -0.5.
For CCc1ccc(-c2cc(C(=O)Nc3ccc(F)c(Cl)c3)c3ccccc3n2)cc1 the results were FBW7 activator 0.1, MITF inh -28.9, TEAD-YAP inh -3.4 and GPR151 activ -0.1.
`O=c1c2ccccc2ncn1CCOCCOc1ccc(Br)cc1Cl` gave FBW7 activator 0.1, MITF inh 12.3, TEAD-YAP inh -6.2 and GPR151 activ 0.1.
Nc1n[nH]c(-c2ccc(Cl)c([N+](=O)[O-])c2)n1 was read as FBW7 activator -0.2, MITF inh 4.6, TEAD-YAP inh -20.4 and GPR151 activ -0.1.
Screening Cc1nc2c(C(=O)NCCN3CCOCC3)cnn2c(C)c1Cc1cccc(Cl)c1 returned FBW7 activator 0.2, MITF inh 13.2, TEAD-YAP inh -12.8 and GPR151 activ 1.1.
For CCOC(=O)c1cc2occc2n1CC(=O)NC(C)C the results were FBW7 activator 0.0, MITF inh 17.3, TEAD-YAP inh 4.0 and GPR151 activ 0.5.
`Cc1ccc(-c2nc(Nc3cccc(C(F)(F)F)c3)c3ccccc3n2)cc1` gave FBW7 activator -0.1, MITF inh -4.5, TEAD-YAP inh -20.6 and GPR151 activ 0.3.
Screening Cc1cccc(CN2CCN3C(=O)[C@H](Cc4ccc(Cl)cc4)NC(=O)[C@H]3C2)c1 returned FBW7 activator 0.1, MITF inh 14.1, TEAD-YAP inh -1.8 and GPR151 activ -1.0.
`COC(=O)C1=C(C)Nc2nnnn2C1c1ccccn1` (stereo not given) gave FBW7 activator -0.2, MITF inh -2.4, TEAD-YAP inh 3.9 and GPR151 activ 0.2.
`Cn1nc(C(=O)OCC(=O)Nc2ccc(OCc3ccccc3)cc2)c2ccccc2c1=O` gave FBW7 activator 0.1, MITF inh 3.3, TEAD-YAP inh -11.0 and GPR151 activ 0.8.
For O=C1OC(c2cccc3ccccc23)=N/C1=C/c1ccco1 the results were FBW7 activator 0.2, MITF inh 17.8, TEAD-YAP inh -2.0 and GPR151 activ -0.5.
For NC(=O)c1cc(Cc2ccccc2)sc1NC(=O)Cc1ccc([N+](=O)[O-])cc1 the results were FBW7 activator -0.4, MITF inh 6.6, TEAD-YAP inh 2.2 and GPR151 activ -0.3.
Screening NS(=O)(=O)c1cccc(NS(=O)(=O)c2ccc(F)cc2F)c1 returned FBW7 activator -0.1, MITF inh -4.4, TEAD-YAP inh 4.9 and GPR151 activ -0.2.
`COc1ccc(NS(=O)(=O)c2csc(C(N)=O)c2)cc1OC` gave FBW7 activator 0.3, MITF inh 7.1, TEAD-YAP inh 7.7 and GPR151 activ -0.8.
For Cc1ccc(C2=N/C(=C\c3cn(-c4ccccc4)nc3-c3ccccc3)C(=O)O2)cc1 the results were FBW7 activator -0.1, MITF inh 6.3, TEAD-YAP inh -4.2 and GPR151 activ -0.4.
COc1ccc(C2(CC(=O)N3CCCC(C(C)=O)C3)CC(=O)N(C3CC3)C2=O)cc1 (stereo not given) was read as FBW7 activator 0.2, MITF inh -10.9, TEAD-YAP inh -2.7 and GPR151 activ -0.5.
Screening CS(=O)(=O)Nc1ccc(S(=O)(=O)Nc2ccc(F)cc2)cc1 returned FBW7 activator -0.1, MITF inh -16.2, TEAD-YAP inh -1.7 and GPR151 activ 3.6.
For COc1cc(/C=C2/NC(=O)N(Cc3ccccc3F)C2=O)cc(Cl)c1OC the results were FBW7 activator 0.1, MITF inh 7.7, TEAD-YAP inh -2.6 and GPR151 activ 0.6.
Screening Nc1nc2ccccc2n1Cc1ccccc1F returned FBW7 activator 0.0, MITF inh -4.4, TEAD-YAP inh -6.3 and GPR151 activ 0.9.
`CCOc1ccc(N=Cc2nc(-c3ccccc3)oc2O)cc1` gave FBW7 activator 0.5, MITF inh -1.5, TEAD-YAP inh -13.3 and GPR151 activ -0.4.
COCCCNc1nccn2c(-c3ccccc3N(C)C)cnc12 was read as FBW7 activator -0.7, MITF inh 13.5, TEAD-YAP inh -38.0 and GPR151 activ 0.9.
`CCOC(=O)c1c(NC(=O)c2ccco2)sc2c1CCCCC2` gave FBW7 activator 0.0, MITF inh 9.7, TEAD-YAP inh 11.9 and GPR151 activ 0.1.
For COc1cc(N2CCOCC2)ccc1Nc1cc(Nc2cccnc2)c(C(F)(F)F)cn1 the results were FBW7 activator -0.1, MITF inh 19.4, TEAD-YAP inh -7.4 and GPR151 activ -1.3.
Screening CCOC(=O)C(NC(=O)c1ccccc1F)(Nc1cc(C)on1)C(F)(F)F (stereo not given) returned FBW7 activator 0.2, MITF inh 14.7, TEAD-YAP inh -12.1 and GPR151 activ 0.7.
`COC(=O)c1cc(C(=O)Nc2cc(Cl)ccc2OC)cc([N+](=O)[O-])c1` gave FBW7 activator 0.2, MITF inh 2.5, TEAD-YAP inh 13.9 and GPR151 activ 0.4.
`CC(C)OC(=O)CC(=O)CSc1nc(-c2ccccc2)cc(C(F)(F)F)c1C#N` gave FBW7 activator 0.2, MITF inh 16.8, TEAD-YAP inh 4.3 and GPR151 activ -0.7.
`COc1ccc(C(=O)C[n+]2ccc(N)c(C)c2C)cc1` gave FBW7 activator 0.1, MITF inh 6.5, TEAD-YAP inh 33.0* and GPR151 activ -1.0.
For CCOC(=O)N1CCN(C(=O)CN2C(=O)c3cccc([N+](=O)[O-])c3C2=O)CC1 the results were FBW7 activator 0.0, MITF inh 2.3, TEAD-YAP inh 1.1 and GPR151 activ 0.8.
CC(C)COC(=O)N1CCC(C(=O)NC(c2ccccc2)c2ccsc2)CC1 (stereo not given) was read as FBW7 activator -0.1, MITF inh -21.6, TEAD-YAP inh 0.2 and GPR151 activ 2.0.
`Cc1ccc(NC(=O)C(C(F)(F)F)C(F)(F)F)cc1` gave FBW7 activator 0.4, MITF inh 20.5, TEAD-YAP inh -11.9 and GPR151 activ -1.1.
O=C(COc1cccnc1[N+](=O)[O-])Nc1ccc(SC(F)F)cc1 was read as FBW7 activator 0.1, MITF inh -8.5, TEAD-YAP inh -5.6 and GPR151 activ 0.9.
O=S1(=O)CCC(N=Nc2c(O)[nH]c3ccc(Br)cc23)C1 (stereo not given) was read as FBW7 activator -0.1, MITF inh -0.7, TEAD-YAP inh 6.0 and GPR151 activ 1.6.
For Cc1occc1C(=O)NCc1cccnc1 the results were FBW7 activator 0.1, MITF inh 12.4, TEAD-YAP inh 7.1 and GPR151 activ -0.8.
Screening CC(=O)Nc1cccc(Oc2ccc3c(c2)C(=O)N(c2cccc(NC(C)=O)c2)C3=O)c1 returned FBW7 activator 0.2, MITF inh 6.3, TEAD-YAP inh -51.9 and GPR151 activ -0.3.
Screening Cn1c(=O)c2c(nc(Cl)n2Cc2ccccc2)n(C)c1=O returned FBW7 activator 1.2, MITF inh 11.9, TEAD-YAP inh 4.0 and GPR151 activ -1.8.
Cc1cc(C(C)(C)C)ccc1OCCNCCN was read as FBW7 activator 0.0, MITF inh -17.8, TEAD-YAP inh 1.5 and GPR151 activ 0.4.
`O=C(NCc1ccco1)/C(=C/c1cccc([N+](=O)[O-])c1)NC(=O)c1ccc(Br)o1` gave FBW7 activator -0.1, MITF inh 0.0, TEAD-YAP inh 1.3 and GPR151 activ -0.2.
For COC(=O)c1ccc(COc2ccc(C)nc2[N+](=O)[O-])o1 the results were FBW7 activator 0.1, MITF inh -1.5, TEAD-YAP inh -13.2 and GPR151 activ -0.8.
`COC(=O)Cn1c(=O)c2c(nc3n(-c4ccc(F)cc4)c(C)c(C)n23)n(C)c1=O` gave FBW7 activator -0.3, MITF inh 7.4, TEAD-YAP inh 1.7 and GPR151 activ 1.0.
CN(CCC#N)c1snc(Cl)c1C#N was read as FBW7 activator -0.1, MITF inh -12.8, TEAD-YAP inh -6.9 and GPR151 activ 0.9.
`COc1ccccc1NC(=O)CC12CC3CC(CC(Br)(C3)C1)C2` gave FBW7 activator 0.4, MITF inh 9.8, TEAD-YAP inh 7.8 and GPR151 activ -0.6.
For c1ccc(-n2cnc3c(NCCN4CCOCC4)nc(N4CCOCC4)nc32)cc1 the results were FBW7 activator -0.1, MITF inh 12.9, TEAD-YAP inh 30.7 and GPR151 activ -1.2.
Screening Nc1nonc1-n1nnc(C(=O)N/N=C2/CCc3ccccc32)c1-c1ccccc1 returned FBW7 activator -0.1, MITF inh 0.5, TEAD-YAP inh 1.9 and GPR151 activ -1.2.
`Cc1ccc(NC(=O)N2CCCC2C(=O)Nc2cccnc2)cc1` (stereo not given) gave FBW7 activator 0.2, MITF inh -2.6, TEAD-YAP inh 1.8 and GPR151 activ -0.1.
